High-throughput results as filed in PubChem BioAssay.
Bim-Bcl-XL = inhibitors of Bim-Bcl-XL binding, primary screen, biochemical, multiplexed, bead flow cytometry, human Bcl-XL; Bcl-2-like protein 1 (Homo sapiens), Q07817; Bim peptide-Bcl-XL binding, fluorescence; inhibition, % at 10 µM; actives 0.04% (n = 190,000)
Bfl-1 Bim block = inhibitors of Bim binding to Bfl-1, primary screen, biochemical, multiplexed, bead-based flow cytometry; Bcl-2-related protein A1 (Homo sapiens), Q16548; Bim-Bfl-1 binding inhibition; inhibition, % at 10 µM; actives 0.12% (n = 190,000); AID 1008, 2008;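 further: 0% = wells without compound plus tracer and 100% = blocker peptide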
Bim-Bcl-B = inhibitors of Bim-Bcl-B binding, primary screen, biochemical, multiplexed, human Bcl-2 family | Bcl-2-like protein 10 (Homo sapiens), Q9HD36 | bead-based flow cytometry, Bim peptide-Bcl-B binding | inhibition, % at 10 µM | actives 0.073% (n = 190,000) | AID 951, 2007;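 further: 0% = tracer peptide without compound and 100% = reference inhibitor peptide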
ABCG2 inh = ABCG2 efflux pump inhibitors, primary screen, multiplex with ABCB1, IgMXP3 cells, flow cytometry; Broad substrate specificity ATP-binding cassette transporter ABCG2 (Homo sapiens), Q9UNQ0; JC-1 efflux; inhibition, % at 6.6 µM; actives 0.1% (n = 190,000); AID 1325, 2008;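 active means inhibition above 80%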;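 further: 0% = DMSO and 100% = nicardipine control wells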
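Test system: IgMXP3 (ABCG2) plus far-red-tagged CCRF-Adr (ABCB1) cells / Amount: 3 million cells/mL in well / Reagent: JC-1 transporter substrate / Timing: 10 min compound exposure, 25 °C / Signal: flow cytometry, 530 nm JC-1 signal / Read-out: percent efflux inhibition, scaled nicardipine 100% to DMSO 0% / Benchmarks: nicardipine as high control, DMSO as low control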
RGS4-Gao reg = modulators of RGS4 binding to Galphao, primary screen, biochemical, multiplexed bead flow cytometry; Guanine nucleotide-binding protein G(o) subunit alpha (Homo sapiens), P09471; actives lie on both sides; binding response (% of control), % at 10 µM; actives 0.33% (n = 220,000); in the data active means binding response below about 49% or above about 150%; inactive means in between;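 further: fluorescent Galphao activated with aluminum fluoride binding bead-coupled RGS4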
Mcl-1 Bim block = inhibitors of Bim peptide binding to Mcl-1, primary screen, biochemical, bead-based flow cytometry, multiplex; inhibition, % at 10 µM; Bim peptide-Mcl-1 binding; actives 0.1% (n = 190,000); Induced myeloid leukemia cell differentiation protein Mcl-1 (Homo sapiens), Q07820; AID 1009, 2008;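 further: 0% = no compound tracer wells and 100% = peptide blocker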
RGS8-Gao = RGS8-Galphao binding modulators, primary screen, biochemical, multiplexed bead flow cytometry; actives 0.34% (n = 220,000); response (percent of control binding), % at 10 µM; actives lie on both sides; in the data active means response below about 60% or above about 140%; inactive means in between;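 further: Galphao activated as the GDP aluminium fluoride complex binding bead-coupled RGS8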
ABCB1 block = ABCB1 efflux pump inhibitors, primary screen, cell-based, multiplex, flow cytometry, ABCG2 counter-screen. ATP-dependent translocase ABCB1 (Homo sapiens), P08183. CCRF-Adr cells, JC-1 efflux. inhibition, % at 6.6 µM. actives 0.067% (n = 190,000). AID 1326, 2008; in the data active means inhibition above about 40%;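 further: 0% = vehicle and 100% = reference inhibitor; higher value means more JC-1 retained so stronger ABCB1 efflux block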
Bim-Bcl-W = inhibitors of Bim binding to Bcl-W, primary screen, biochemical, multiplexed, bead-based flow cytometry | inhibition, % at 10 µM | actives 0.02% (n = 190,000) | Bim peptide-Bcl-W binding | Bcl-2-like protein 2 (Homo sapiens), Q92843;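 further: 0% = bound tracer without compound and 100% = peptide blocker; higher means less fluorescent Bim peptide bound to Bcl-W beads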
Bcl-2 Bim block = inhibitors of Bim-Bcl-2 binding, primary screen, biochemical, multiplexed, human Bcl-2 family. Apoptosis regulator Bcl-2 (Homo sapiens), P10415. Bead-based flow cytometry, Bim peptide-Bcl-2 binding. inhibition, % at 10 µM. actives 0.06% (n = 190,000). AID 950, 2007; in the data active means inhibition above about 40%; inconclusive means no clear call, values can overlap the other calls;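 further: 0% = no compound wells with probe peptide and 100% = reference peptide inhibitor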
RGS7-Gao = RGS7-Galphao binding modulators, primary screen, biochemical, multiplexed bead flow cytometry; actives 0.35% (n = 220,000); binding response (% of control), % at 10 µM; actives lie on both sides; Guanine nucleotide-binding protein G(o) subunit alpha (Homo sapiens), P09471; AID 1439, 2008; in the data active means binding response below about 49% or above about 150%; inconclusive means no clear call, values can overlap the other calls; inactive means in between;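 further: fluorescent Galphao held in activated GDP-AlF4 state binding bead-coupled RGS7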
* marks the source's active call; other numbers are inactive results; ? = inconclusive; [ ] = dose if it differs, or a comment. Unless noted, no stated cut-off is given here; in the data, active means inhibition above about 40%.

SMILES	Bim-Bcl-XL	Bfl-1 Bim block	Bim-Bcl-B	ABCG2 inh	RGS4-Gao reg	Mcl-1 Bim block	RGS8-Gao	ABCB1 block	Bim-Bcl-W	Bcl-2 Bim block	RGS7-Gao
COc1ccccc1C(=O)NCC(=O)Nc1ccccc1	1	-11	-4	0	102	0	100	0.0	3	-8	104
COc1ccc2[nH]c(=O)c(NC(N)=S)nc2c1	3	0	0	4	92	5	96	0.4	3	-2	93
COc1ccc(C(=O)NC(=S)Nc2nnn(C)n2)cc1	-13	-2	-9	-3	99	-10	102	-1.6	-6	-5	102
C=CCN(CC=C)Cc1ccc(C(=O)OC)o1	-2	-3	-1	10	102	-5	97	1.6	-3	-3	105
Cc1noc(C)c1S(=O)(=O)Nc1ccc(C(=O)N2CCN(c3ccc(Cl)cc3)CC2)cc1	-9	-23	-6	5	97	-7	100	-0.5	-3	-10	99
O=C(/C=C/c1ccc(Cl)cc1)Nc1nccs1	0	-2	-2	6	89	1	100	0.3	4	-1	?
CCOC(=O)c1cc2sccc2n1CC(=O)OC(C)C	-1	-4	-1	3	96	4	99	0.7	0	0	95
CC(NC(=O)COC(=O)CCNC(=O)c1ccco1)C12CC3CC(CC(C3)C1)C2 (stereo not drawn)	-1	0	-4	4	104	-5	105	1.0	0	0	100
CCNC(=O)COC(=O)c1[nH]c(C)c(C(=O)OC)c1C	0	-6	-3	4	103	-2	102	0.6	-2	-3	?
O=c1[nH]c(CSc2ncc(C(F)(F)F)cc2Cl)nc2ccccc12	1	2	2	25	101	0	101	1.0	0	0	121
C[C@H](NC(=O)NCc1cccs1)C(=O)O	-3	0	-3	1	98	-2	96	0.2	0	1	98
CC(C)CC(=O)N1CCN(S(=O)(=O)c2ccc(Cl)cc2)CC1	0	-2	-1	1	101	-1	95	0.9	1	-2	100
O=C(NCc1ccccc1)c1ccco1	-5	-2	-4	3	99	0	102	1.0	-4	1	103
O=c1cc(NCCCO)c2ccccc2o1	0	-2	1	3	111	0	106	0.5	-1	-2	106
Cc1cc(C)n(-c2nc(NC(C)C)nc(NC(C)C)n2)n1	-2	0	0	4	105	0	102	1.0	0	-1	106
CCCCOC(=O)C1=C(C)Nc2ncnn2C1c1ccc(OC)c(OC)c1OC (stereo not drawn)	-8	-17	-15	28	94	-6	96	4.8	-5	-17	94
c1csc(-c2nc(-c3ccncc3)no2)c1	0	-2	-1	10	106	0	100	1.5	-1	-3	106
CCN(CCNC(=O)c1cc(C)nn1-c1ccccc1)c1ccccc1	-2	-11	-1	1	100	3	101	0.6	1	0	100
C#CCOCCOCCOCCNc1nc(N2CCN(C(=O)[C@H](CCCCN)n3cc(C(N)CC(C)C)nn3)CC2)nc(N2CCN(C(=O)[C@H](CCC(=O)O)n3cc(C(N)[C@H](C)CC)nn3)CC2)n1 (stereo partly drawn)	0	-4	-5	1	104	-2	101	-0.2	-2	-4	105
CCC(=O)Nc1ccc(C(=O)CSc2nnc(CNc3ccc(Cl)cc3)o2)cc1OC	3	-12	-12	4	97	-1	100	0.5	3	-7	98
Cc1nnc(NC(=O)c2csc3c2CCC(C)C3)s1 (stereo not drawn)	-2	4	-2	6	90	-1	93	-1.7	0	-2	91
CC(C)Cn1c(CCCNC(=O)c2ccc(F)cc2)nc2ccccc21	-4	-10	-2	-4	102	0	101	-2.3	4	-10	98
CCOc1ccc(S(=O)(=O)Nc2ccc(C(=O)N/N=C/c3c(C)nn(-c4ccccc4)c3N3CCCC3)cc2)cc1	-1	-2	0	-5	115	2	127	-0.9	0	-3	109
COCc1c(Br)c(C)nc(OCC(=O)O)c1C#N	-10	-14	-8	8	102	-5	103	2.3	-1	-11	100
Cc1c(NC(=O)c2ccc3c(c2)OCO3)cccc1-c1nc2ccccc2s1	-8	-19	-14	31	102	-5	101	-1.1	-1	-14	99

Compound profiles, as listed above:
Cc1nnc(NC(=O)c2csc3c2CCC(C)C3)s1 (stereo not drawn) as listed: Bim-Bcl-XL = -2; Bfl-1 Bim block = 4; Bim-Bcl-B = -2; ABCG2 inh = 6; RGS4-Gao reg = 90; Mcl-1 Bim block = -1; RGS8-Gao = 93; ABCB1 block = -1.7; Bim-Bcl-W = 0; Bcl-2 Bim block = -2; RGS7-Gao = 91
CCC(=O)Nc1ccc(C(=O)CSc2nnc(CNc3ccc(Cl)cc3)o2)cc1OC as listed: Bim-Bcl-XL = 3; Bfl-1 Bim block = -12; Bim-Bcl-B = -12; ABCG2 inh = 4; RGS4-Gao reg = 97; Mcl-1 Bim block = -1; RGS8-Gao = 100; ABCB1 block = 0.5; Bim-Bcl-W = 3; Bcl-2 Bim block = -7; RGS7-Gao = 98

Given with two lines to a compound: part of the list above
Every second line gives: Bim-Bcl-XL	Bfl-1 Bim block	Bim-Bcl-B	ABCG2 inh	RGS4-Gao reg	Mcl-1 Bim block	RGS8-Gao	ABCB1 block	Bim-Bcl-W	Bcl-2 Bim block	RGS7-Gao
COc1ccccc1C(=O)NCC(=O)Nc1ccccc1
 : 1	-11	-4	0	102	0	100	0.0	3	-8	104
COc1ccc2[nH]c(=O)c(NC(N)=S)nc2c1
 : 3	0	0	4	92	5	96	0.4	3	-2	93

Returning to the listing with the two entries that preceded the break.
SMILES	Bim-Bcl-XL	Bfl-1 Bim block	Bim-Bcl-B	ABCG2 inh	RGS4-Gao reg	Mcl-1 Bim block	RGS8-Gao	ABCB1 block	Bim-Bcl-W	Bcl-2 Bim block	RGS7-Gao
COCc1c(Br)c(C)nc(OCC(=O)O)c1C#N	-10	-14	-8	8	102	-5	103	2.3	-1	-11	100
Cc1c(NC(=O)c2ccc3c(c2)OCO3)cccc1-c1nc2ccccc2s1	-8	-19	-14	31	102	-5	101	-1.1	-1	-14	99
Cc1ccc(S(=O)(=O)N2CCOCC2)cc1NC(=O)COC(=O)c1ccc(OCc2c(C)noc2C)cc1	-6	0	-7	14	100	-5	101	1.8	-2	-2	102
Cc1nonc1NC(=O)CSc1nnc(-c2ccoc2C)n1CC(C)C	-2	-1	0	4	90	-2	97	1.3	1	0	100
CCn1nnnc1SCC(=O)N1CCc2ccccc21	-4	2	-2	1	101	-3	101	0.5	-2	2	101
CCN(CCNC(=O)CC1Oc2ccccc2NC1=O)c1ccccc1 (stereo not drawn)	-3	-12	-7	4	104	-1	104	1.5	-2	-6	104
Cc1ccc(N2C(=O)S/C(=C/c3cn(C)c4ccccc34)C2=O)cc1	-6	-16	-8	13	101	-4	98	0.7	1	-14	101
Cc1ccc2[nH]c3c(c2c1)CN(C(=O)CN1c2ccc(F)cc2CCC1C)CC3 (stereo not drawn)	1	21	5	2	99	2	99	1.0	9	7	101
Cc1nc(C)c(C(=O)OCC(=O)N2CCN(c3ccccc3)CC2)s1	-10	-6	-6	0	111	-1	104	0.2	-3	-3	110
OCC1(CCOc2ccccc2)CCN(Cc2cn[nH]c2-c2ccc(F)cc2)CC1	1	-6	-3	2	95	0	100	1.0	0	0	94
O=C(c1ccco1)N1CCN(CC2CC3C=CC2C3)CC1 (stereo not drawn)	-9	-9	-6	-4	96	-1	99	-3.4	0	-8	99
CC(Oc1ccc(Cl)cc1Cl)C(=O)N(C)c1ccccc1 (stereo not drawn)	-2	-3	-3	4	100	0	103	0.8	0	-2	97
CC1CCN(CCNC(=O)CCS(=O)(=O)c2ccc(Br)cc2)CC1	-3	-15	-6	-6	102	-1	99	0.3	0	-7	102
CCc1ccc(-c2csc(NC(=O)C3CCCO3)c2C(=O)OC(C)C)cc1 (stereo not drawn)	0	0	-2	1	101	-1	101	0.1	-2	0	100
CCNC(=O)CC1C(=O)N(c2ccc(F)cc2)C(=O)N1CCc1sccc1C (stereo not drawn)	-5	-3	-3	0	100	-1	100	0.0	-3	-4	101
CN(C)/N=C/C=C1\CC/C(=C\c2ccc(Br)cc2)C1=O	3	3	-4	8	96	-1	96	0.4	2	1	97
COc1cccc(N2CCN(C(=O)NC3CCCCC3)CC2)c1	-2	-14	-6	3	98	-1	99	0.1	1	-4	100
O=C(O)COc1ccccc1/C=N/NC(=O)c1ccc(F)cc1	-2	-5	0	3	99	0	99	1.0	0	1	?
CC(=O)NC(=S)Nc1ccc(NC(=O)COc2ccc(Cl)cc2Cl)cc1	-3	1	0	0	150*[activator]	-2	98	0.1	-2	0	184*[activator]
O=C(CN(Cc1ccco1)C(=O)c1cccc(Cl)c1)Nc1c(Cl)cc(Cl)cc1Cl	0	-8	-2	2	92	0	96	1.3	2	0	107
O=c1[nH]c2cc3c(cc2cc1CN(CCO)S(=O)(=O)c1ccccc1Cl)OCCO3	-4	-12	-6	1	102	0	103	0.3	2	-11	101
O=C(c1ccccc1)N1CCCCCC1	-4	-1	-8	0	100	-5	103	1.3	-2	-1	101
Cc1ccccc1CSc1nncn1N	-1	-3	-2	2	99	0	97	0.3	-2	-3	100
Cc1cc(C)nc(/N=C(\N)Nc2ccc(OCc3ccccc3)cc2)n1	0	3	-1	1	114	0	122	0.9	5	3	122
CS(=O)(=O)N(Cc1ccccc1Cl)c1ccc(C(=O)NCc2ccccn2)cc1	-3	-2	-4	7	100	-2	100	1.5	-1	0	101
NC(=O)CSc1nnc(NC(=O)c2cccc(S(=O)(=O)N3CCCCC3)c2)s1	-9	-8	-6	-2	98	-3	97	-0.5	0	-3	94

3 entries from above, arranged by the number in Bim-Bcl-XL, largest number first:
canonical_smiles	Bim-Bcl-XL	Bfl-1 Bim block	Bim-Bcl-B	ABCG2 inh	RGS4-Gao reg	Mcl-1 Bim block	RGS8-Gao	Bim-Bcl-W	RGS7-Gao
Cc1cc(C)nc(/N=C(\N)Nc2ccc(OCc3ccccc3)cc2)n1	0	3	-1	1	114	0	122	5	122
Cc1ccccc1CSc1nncn1N	-1	-3	-2	2	99	0	97	-2	100
Cc1ccc(S(=O)(=O)N2CCOCC2)cc1NC(=O)COC(=O)c1ccc(OCc2c(C)noc2C)cc1	-6	0	-7	14	100	-5	101	-2	102
